Compound activity as filed in PubChem.
TbMetRS inhib – T. brucei MetRS inhibitors, primary screen, biochemical, luminescence; hit rate 0.4% among 360,000; methionyl-tRNA synthetase (Trypanosoma brucei brucei); inhibition, % at 11.9 µM; purified T. brucei MetRS, ATP depletion, Kinase-Glo luminescence; AID 624268, 2012;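 active = inhibition above a per-plate cutoff of the control wells' mean inhibition plus 3 SD, cut at about 5.5% in these data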;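 also: 0% = DMSO wells median and 100% = median of wells with control inhibitor compound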
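Test system: purified T. brucei MetRS enzyme. Also added: ATP, methionine and E. coli bulk tRNA substrates. Compound: 11.9 µM single point. Schedule: 15 min enzyme-compound preincubation, 2 h reaction, 10 min detection, 25 °C. Signal: luciferase luminescence of residual ATP, Kinase-Glo. Evaluation: percent inhibition versus plate control medians. Controls: DMSO wells, low control.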
eLon inh – inhibitors of E. coli Lon protease, primary screen, biochemical, fluorescence polarization; AID 602123, 2011; inhibition, % at 7.94 µM; hit rate 0.42% among 360,000; purified E. coli Lon protease; in the data active = inhibition above about 13%, passing the limit was not always enough;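 also: 0% = enzyme with probe and DMSO and 100% = no enzyme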
Target sequence (P0A9M0 whole entry, looked up): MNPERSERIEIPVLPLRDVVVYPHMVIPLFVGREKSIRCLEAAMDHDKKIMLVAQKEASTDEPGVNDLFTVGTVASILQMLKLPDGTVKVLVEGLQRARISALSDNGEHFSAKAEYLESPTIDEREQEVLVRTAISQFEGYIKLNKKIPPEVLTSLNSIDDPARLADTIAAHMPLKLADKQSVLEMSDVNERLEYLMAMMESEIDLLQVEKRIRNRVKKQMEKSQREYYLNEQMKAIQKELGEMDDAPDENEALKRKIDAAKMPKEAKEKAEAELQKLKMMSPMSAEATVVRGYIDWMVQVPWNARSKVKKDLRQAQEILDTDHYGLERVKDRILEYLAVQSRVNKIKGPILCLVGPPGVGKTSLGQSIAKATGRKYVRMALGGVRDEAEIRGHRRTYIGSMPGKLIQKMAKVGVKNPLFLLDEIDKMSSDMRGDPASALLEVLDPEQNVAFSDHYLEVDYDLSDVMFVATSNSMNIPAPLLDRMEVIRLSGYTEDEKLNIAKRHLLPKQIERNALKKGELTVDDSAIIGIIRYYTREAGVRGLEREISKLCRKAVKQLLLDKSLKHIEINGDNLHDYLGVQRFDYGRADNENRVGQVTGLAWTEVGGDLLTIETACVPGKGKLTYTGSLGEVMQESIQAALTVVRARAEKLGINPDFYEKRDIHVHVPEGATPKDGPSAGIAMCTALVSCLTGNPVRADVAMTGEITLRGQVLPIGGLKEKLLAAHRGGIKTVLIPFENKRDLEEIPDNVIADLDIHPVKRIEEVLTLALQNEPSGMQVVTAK
MLLE-PAM2 inh – inhibitors of PABP1 MLLE–PAM2 peptide binding, primary screen, biochemical, fluorescence polarization, FITC-PAM2, GST-MLLE | inhibition, % at 20 µM | hit rate 0.36% among 360,000 | AID 588489, 2011; in the data active = inhibition above about 35%, passing the limit was not always enough;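 also: plate controls were DMSO wells with GST-MLLE for no effect and wells lacking GST-MLLE protein for full effect; some results filed as inactive read as strong as hits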
MsrA act – bovine MsrA enzyme activators, primary screen, biochemical, absorbance, HTS; purified bovine MsrA, absorbance read-out; hit rate 0.3% among 360,000; activation, % at 10.6 µM; AID 602163, 2012; Methionine sulfoxide reductase A (Bos taurus); in the data active = activation above about 7.5%;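 also: 0% = vehicle and 100% = reference activator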
FAS-TE inh – FAS thioesterase domain inhibitors, primary screen, biochemical, fluorescence intensity, uHTS | hit rate 0.67% among 360,000 | inhibition, % at 15 µM | recombinant FAS-TE, OMFH fluorogenic substrate, fluorescence endpoint;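 active = compounds whose normalised, plate-corrected inhibition of enzyme fluorescence in the single-dose primary screen is 50% or more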;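 also: 0% = DMSO with enzyme and 100% = substrate without enzyme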
CSN inh – inhibitors of CSN-mediated cullin deneddylation, primary screen, biochemical, fluorescence polarization, uHTS. Purified CSN, SCF-Nedd8-OG deneddylation. inhibition, % at 12.5 µM. hit rate 0.38% among 360,000. AID 651999, 2013;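 active = pattern-corrected inhibition above about 35%, with an unprinted fluorescence ratio check between 0.5 and 1.5, limit read from the data, passing the limit was not always enough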;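 also: 0% = enzyme with substrate and 100% = substrate without enzyme; some results filed as inactive read as strong as hits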
Target sequence (Q92905 whole entry, looked up, one chain of several): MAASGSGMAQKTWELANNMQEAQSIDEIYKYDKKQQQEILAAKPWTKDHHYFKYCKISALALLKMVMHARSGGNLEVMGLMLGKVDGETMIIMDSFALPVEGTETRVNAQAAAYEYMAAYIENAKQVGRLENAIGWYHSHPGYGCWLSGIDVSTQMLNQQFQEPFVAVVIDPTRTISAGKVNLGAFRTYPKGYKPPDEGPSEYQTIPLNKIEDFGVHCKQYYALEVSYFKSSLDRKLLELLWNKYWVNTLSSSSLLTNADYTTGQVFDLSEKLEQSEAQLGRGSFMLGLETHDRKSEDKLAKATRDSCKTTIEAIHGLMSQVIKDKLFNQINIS
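Assay system: purified human Csn5 enzyme expressed in HEK293T cells; measure: % inhibition; also added: SCFSkp2-Nedd8OG substrate at 10 nM final; technique: fluorescence polarization; times: reaction 90 min, room temperature; medium: Tris buffer pH 7.5, NaCl, DTT, Tween-20, trehalose, ovalbumin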
Rin1 Abl inh – inhibitors of Rin1-Abl protein binding, primary screen, biochemical, TR-FRET. Tyrosine-protein kinase ABL1 (Homo sapiens) + Ras and Rab interactor 1 (Homo sapiens), …. inhibition, % at 7.35 µM. hit rate 0.4% among 360,000; in the data active = inhibition above about 5%, passing the limit was not always enough
MsrA inhibitor – bovine MsrA enzyme inhibitors, primary screen, biochemical, absorbance, HTS; inhibition, % at 15.5 µM; purified bovine MsrA, absorbance read-out; hit rate 0.75% among 360,000; AID 651718, 2012; Methionine sulfoxide reductase A (Bos taurus); in the data active = inhibition above about 4.5%;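 also: 0% = vehicle wells with enzyme and 100% = reference inhibitor wells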
Neddylation inh – inhibitors of cullin neddylation, primary screen, biochemical, TR-FRET, uHTS, NAE and Ubc12; NEDD8-conjugating enzyme Ubc12 (Homo sapiens) + NEDD8-activating enzyme E1 regulatory …; calls only at 25 µM; hit rate 0.58% among 360,000; AID 651699, 2012; in the data active = inhibition above about 36%
* = called active by the depositor; i = inactive; . = not tested or not shown. No enrichment for hits. Share with any hit: about 4%.

SMILES	TbMetRS inhib	eLon inh	MLLE-PAM2 inh	MsrA act	FAS-TE inh	CSN inh	Rin1 Abl inh	MsrA inhibitor	Neddylation inh
CN(Cc1nc2ccccc2[nH]1)C(=O)C1CCC(=O)N(CCc2cccc(F)c2)C1 (stereo not drawn)	1.4	-14	6	-4	-6	-1	1	1.6	i
Clc1cccc(Cl)c1/C=C/c1ccn[nH]1	-1.1	6	-2	-11	3	1	1	-0.1	i
CCOC(=O)C1CCN(c2cc3c(cc2NC(=O)c2ccccc2Cl)n(C)c(=O)n3C)CC1	-0.2	2	-16	-3	9	-8	0	0.3	.
CC(C)C(NC(=O)c1cccnc1)C(=O)O (stereo not drawn)	-0.6	4	8	-2	-6	-2	-2	-0.8	i
COc1ccc(OC)c(NC(=O)COC(=O)CCCN2C(=O)c3ccccc3C2=O)c1	-0.6	7	5	-1	-4	-1	2	1.5	i
CC1(C(=O)NS(=O)(=O)C2CC2)CCCN(C(=O)c2ccc(F)cc2Cl)C1 (stereo not drawn)	0.6	14	5	-2	-6	0	1	-0.2	i
CCC(C)NS(=O)(=O)c1ccc(NC(=O)C2CCCO2)cc1 (stereo not drawn)	0.8	-2	24	-4	-6	0	1	0.5	i
COc1cc2nc(/C=C/c3ccc(N(C)C)cc3)sc2cc1SC	-0.6	-339	i	-4	-9	121	-8	-0.3	i
Cc1ccccc1NC(=O)Cn1nc(C)c2ccccc2c1=O	-0.4	-1	-1	-3	-1	5	1	0.1	i
Cc1ccnc(N2C(=O)c3ccccc3C2Nc2ccc3c(c2)OCCO3)c1 (stereo not drawn)	-0.9	-1	-19	-4	4	0	-2	-0.3	i
COc1ccc(Oc2cc(C)c3ccccc3n2)cc1	-1.5	-12	11	-11	20	3	0	2.1	i
Cc1cccc(C)c1NC(=O)C1=C(O)c2ccccc2N(C)S1(=O)=O	-0.3	-3	4	-1	-4	0	-4	0.0	i
CSc1nnc(-c2ccccc2)o1	-1.4	-1	5	-8	-8	-1	-3	-1.4	i
CCc1n[nH]c(=S)n1/N=C/c1ccc(NC(C)=O)cc1	-0.7	0	-16	2	-2	-9	-1	0.8	i
Cc1cc(C)c2sc(C)[n+](CCCS(=O)(=O)[O-])c2c1	-0.1	-9	8	1	-8	-1	0	0.7	i
CCN(CC)N=Nc1ccc(S(N)(=O)=O)cc1	-0.1	-6	6	-5	-6	1	4	2.8	i
Cc1nc2ccc3nc(NC(=O)c4ccco4)sc3c2s1	-0.9	-8	-8	-8	-6	12	-2	0.7	.
OC(CNc1nc2ccccc2s1)c1ccccc1 (stereo not drawn)	-0.4	12	6	-1	-1	-3	-4	1.2	i
O=C(NCc1ccc2c(c1)OCO2)c1cc(-n2cnnc2)ccc1Cl	0.1	3	-118	-1	-1	-6	-6	-0.6	i
O=C(COC(=O)c1cccc2ccccc12)Nc1cccnc1Cl	-0.5	1	-4	-5	19	7	2	1.0	i
O=C(CS(=O)(=O)c1ccc2ccccc2c1)N1CCCCCC1	1.2	-3	-8	-3	-6	3	1	1.1	i
O=C(NCC(=O)N1CCN(C/C=C/c2ccccc2)CC1)c1ccc(Br)cc1	-0.3	-4	2	0	2	4	0	0.6	i
COc1ccc2c(c1)sc1nc(=O)ccn12	0.7	-6	6	-4	-8	3	-1	0.2	.
O=C(Nc1cc2c3c(c1)CC(=O)N3CCC2)c1ccccc1F	-0.5	-13	-2	-2	-5	2	-1	-0.6	i
O=C(Nc1nc(-c2ccc(F)c(F)c2)cs1)c1ccc(OCC2CCCO2)cc1 (stereo not drawn)	0.6	-10	-2	-4	-2	-3	0	-0.3	i
O=C(NC1CCCN(Cc2ccccc2F)C1)c1cccs1 (stereo not drawn)	-0.4	-11	-6	-2	-6	-4	-4	0.5	i
CC(NC(=O)/C(C#N)=C/c1ccc(N2CCOCC2)cc1)c1ccccc1 (stereo not drawn)	-0.5	-26	-40	-4	-9	3	-3	0.7	i
COc1ccc(OC)c(NC(=S)N2CCN(Cc3ccccc3)CC2)c1	-0.9	6	-60	-13	-12	5	3	0.4	i
O=Cc1ccc(N2CCCC2)o1	-0.3	-2	-12	-5	-1	-1	1	2.2	i
CC1CCCCN1C(=O)C1COc2ccccc2O1 (stereo not drawn)	-0.8	-6	3	-4	-6	-2	2	0.5	i
CSCC(C)N1CCC(Oc2cccc(C(=O)NCc3ccccn3)c2)CC1 (stereo not drawn)	-0.4	17*	43*	-3	-4	-2	1	0.0	i
Cc1cccc(NC(=O)CC(=O)Nc2cccc(C)c2)c1	0.8	-3	1	-1	2	-2	0	2.2	i
N/N=C/C(=N\Nc1ccc(Cl)cc1)C(=O)c1ccncc1	1.8	-4	0	-5	-15	1	-5	4.4	i
CN1CCN(CC(=O)Nc2nc3ccccc3s2)CC1	-1.4	4	9	-2	-8	1	0	0.2	i
Cc1cccn2c(=O)nc(SCC(=O)c3ccc(Cl)cc3)nc12	0.2	-7	13	-3	17	-1	-2	0.3	i
CC(=Nc1ccccc1O)c1sc2ccccc2c1O	-0.5	-102	-98	-3	12	8	-3	1.4	i
COc1ccc(NC(=O)CCC(=O)N(Cc2ccc(OC)c(OC)c2)c2nccs2)c(OC)c1	-0.9	0	-4	-1	1	-4	7	-0.2	i
CCC(=O)N1c2ccc(S(=O)(=O)NCc3ccccc3)cc2CC1C (stereo not drawn)	-0.3	-4	-10	1	-6	-4	1	0.2	i
Cc1ncc([N+](=O)[O-])n1CC(=O)Nc1ccccc1F	-0.7	-8	-17	-2	-2	-4	0	2.0	i
CCC(=O)N1CCc2cc(S(=O)(=O)CCC(=O)NCc3ccco3)ccc21	-0.6	2	-7	-10	-14	5	3	0.9	i
CC(=O)Nc1ccc(N2C(=O)CC(N3CCSCC3)C2=O)cc1 (stereo not drawn)	-0.7	-3	14	-10	-16	4	1	-1.6	i
N#CCC(=O)Nc1ccc(C(=O)OCC(=O)C23CC4CC(CC(C4)C2)C3)cc1	-0.5	-20	-12	-3	10	2	3	1.3	i
O=P(Cc1ccncc1)(c1ccccc1)c1ccccc1	-0.7	2	0	-2	-6	-6	-2	1.0	i
CC(C)c1ccc(N2CCN(C(=O)c3ccccc3NC(=O)/C=C\C(=O)O)CC2)cc1	-0.7	3	0	-3	-2	2	-2	1.0	i
O=C(COC(=O)CN1C(=O)C2CCCCC2C1=O)Nc1c(Cl)cccc1Cl (stereo not drawn)	-0.2	-12	3	-2	-4	-3	3	0.8	i

Quoted from the listing:
In TbMetRS inhib, CCC(=O)N1c2ccc(S(=O)(=O)NCc3ccccc3)cc2CC1C (stereo not drawn) is listed with -0.3
In MsrA act, COc1ccc(NC(=O)CCC(=O)N(Cc2ccc(OC)c(OC)c2)c2nccs2)c(OC)c1 is listed with -1
In CSN inh, N/N=C/C(=N\Nc1ccc(Cl)cc1)C(=O)c1ccncc1 is listed with 1
In FAS-TE inh, CC(C)c1ccc(N2CCN(C(=O)c3ccccc3NC(=O)/C=C\C(=O)O)CC2)cc1 is listed with -2

Fetched by compound from the list above, two records:
SMILES	TbMetRS inhib	eLon inh	MLLE-PAM2 inh	MsrA act	FAS-TE inh	CSN inh	Rin1 Abl inh	MsrA inhibitor	Neddylation inh
Cc1ncc([N+](=O)[O-])n1CC(=O)Nc1ccccc1F	-0.7	-8	-17	-2	-2	-4	0	2.0	i
COc1ccc(NC(=O)CCC(=O)N(Cc2ccc(OC)c(OC)c2)c2nccs2)c(OC)c1	-0.9	0	-4	-1	1	-4	7	-0.2	i

Next results
SMILES	TbMetRS inhib	eLon inh	MLLE-PAM2 inh	MsrA act	FAS-TE inh	CSN inh	Rin1 Abl inh	MsrA inhibitor	Neddylation inh
CCOC(=O)c1cnc2c(C#N)cnn2c1N	-0.6	3	5	-3	-8	-3	-1	-0.1	i
Cn1c(=O)c2ncn(CC(=O)NCCOCc3ccccc3Cl)c2n(C)c1=O	-0.7	3	-3	-5	-10	-9	-4	-0.7	i
CCOC(=O)C1CCN(C(=O)c2c(C)oc3c2C(=O)c2ccccc2C3=O)CC1	0.0	-1	10	2	-6	5	-2	9.3*	i
CCCn1c(SCC(=O)NNC(=O)c2ccc(C)cc2)nnc1C(C)C	-0.2	-2	5	-2	2	4	3	0.0	i
O=c1c2ccccc2oc2cc(C#CC3(O)CCCCC3)ccc12	-0.3	3	0	-2	55*	-4	0	1.1	i
CCN(CC(=O)Nc1c(F)cccc1F)C(=O)Cc1ccc(OC)c(S(=O)(=O)N2CCOCC2)c1	-0.3	-9	10	-1	-5	8	-1	-0.1	i
O=C(NCCc1cccnc1)c1cc(COc2ccc(F)cc2F)on1	0.1	-4	-5	-4	-2	0	0	-0.3	i
CC1=CSC2=NS(=O)(=O)CCN12	0.7	-2	0	-1	-6	0	3	1.0	i
O=C(COC(=O)/C=C/c1ccc(OC(F)F)cc1)NC(=O)NCc1ccccc1	0.1	4	2	-4	-4	-2	0	1.6	i
COc1ccc(-n2nc(C(=O)NCC(=O)N3CCC(C)CC3)c3ccccc3c2=O)cc1	-0.1	-4	-20	-4	2	-1	2	-1.0	i
O=C(Cn1ccccc1=S)c1ccc(Cl)c(Cl)c1	-0.1	-7	-112	-1	7	1	1	0.2	i
O=c1c2ccccc2nnn1CSc1ccccc1F	2.1	4	12	-4	5	-5	-4	-0.5	i
C#Cc1ccc([C@@H]2C=C(C(=O)NCc3ccccc3)O[C@H](OCc3ccc(CO)cc3)C2)cc1	0.4	-13	1	-2	7	-1	2	2.2	i
CCc1nccn1CCC(=O)N1CCCC(N2CCN(c3cccc(Cl)c3)CC2)C1 (stereo not drawn)	-0.3	-9	-4	-2	-6	0	1	-0.3	i
O=C(O)C1(c2ccccc2)CCN(S(=O)(=O)c2ccc(F)c(F)c2)CC1	-0.3	8	6	-3	-6	-1	1	0.8	i
NS(=O)(=O)c1ccc(NNC(=O)c2cccs2)cc1	0.3	-3	-8	-3	-4	2	-1	2.4	i
Cc1ccc(NC(=O)c2cc3c(s2)CCCC3)cc1S(=O)(=O)Nc1ccccc1Cl	-0.7	4	-17	-9	28	-13	-1	1.2	i
CCOC(=O)c1c(C)[nH]c(C(=O)COC(=O)CSC)c1C	-0.5	1	4	-8	-5	-2	5	-0.1	i
COc1ccc(C(=O)CSC#N)cc1OC	0.2	-2	28	-2	-5	2	5	2.1	i
COCn1c(-c2ccccc2)nc2ccccc21	0.6	-6	9	1	-4	2	-3	-0.5	i
O=C(c1ccc(N2CCCC2=O)cc1)N1CCN(c2ccc(Cl)cc2)CC1	-0.2	-17	-5	-4	-2	3	-6	0.6	i
Cc1ccc(/C=C2\SC(=S)N(CC3CCCO3)C2=O)o1 (stereo not drawn)	-0.1	-14	-1	-4	14	74*	-3	0.4	i

Whole records as entered above. Order of values: TbMetRS inhib | eLon inh | MLLE-PAM2 inh | MsrA act | FAS-TE inh | CSN inh | Rin1 Abl inh | MsrA inhibitor | Neddylation inh
Entry for `COc1ccc(C(=O)CSC#N)cc1OC` : 0.2 | -2 | 28 | -2 | -5 | 2 | 5 | 2.1 | i
Entry for `NS(=O)(=O)c1ccc(NNC(=O)c2cccs2)cc1` : 0.3 | -3 | -8 | -3 | -4 | 2 | -1 | 2.4 | i
